# MT stabilizer = microtubule stabilizers in HeLa cells; HeLa tubulin immunostaining HCS, 24 h; share of cells brighter than vehicle mean+2SD; % tubulin-high responders, % at 10 µM; 200,000 compounds, 0.83% hits; AID 2205;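 active = plate Z-score above 3 for both tubulin-high and condensed-nucleus cell shares, with cell loss under 80%, at 10 µM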;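 note: anti alpha tubulin signal scored within the nucleus-defined area of each cell; some results filed as inactive read as strong as hits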
# Dynein transport = blocks dynein driven cargo transport along microtubules; 3617.4 mouse cells, GR-EGFP nuclear translocation imaging; test concentration mostly 20 µM; stimulated with dexamethasone, 1 µM; stronger effect = lower value; 220,000 compounds, 0.47% hits; z-score, hits read low; AID 1381;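 active = plate z-score of nuclear minus cytoplasmic receptor signal below a set negative limit, without overly bright fluorescence or cell loss, cut at about -3.5 in these data, passing the limit was not always enough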;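 note: z-score of nuclear minus cytoplasmic ring GR-EGFP intensity difference per well; some compounds called inactive have numbers as strong as hits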
#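 Buffer or medium: tet-free medium with charcoal-stripped serum / Also added: dexamethasone agonist, 1.0 µM final, for 30 min / Timing: induction 48 h, compound 1 h, agonist 30 min / Measured by: high-content fluorescence imaging after fixation / Read-out: nuclear-to-cytoplasmic GR-EGFP distribution per well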
# WT yeast gro inh = growth inhibition of WT yeast, mitochondrial fusion screen | mitochondrial fusion phenotypic screen, WT strain | inhibition, % at 10 µM | 190,000 compounds, 2.1% hits; in the data active = inhibition above about 58%; tested in S. cerevisiae
# Yfh1-off respiration = enhancers of respiration in Yfh1-depleted yeast, dose response, Friedreich's ataxia, plus single-dose screen (AID 1465); S. cerevisiae Yfh1-off respiration, WST-1 reduction, 72 h; higher fold induction means a stronger effect; one-dose fold induction at 50 µM; EC50 in µM for titrated hits; 220,000 compounds, 0.074% hits;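 active = fold induction of absorbance versus untreated yeast above a set limit, then at least 30% activation at any dose in follow-up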;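 note: activators that raise dye reduction in frataxin-depleted yeast; strong numbers were not always called active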
# Autophagy mod = alters autophagy in cells | MEF GFP-LC3 puncta imaging; test concentration mostly 10 µM | calls only at 10 µM (by protocol) | 190,000 compounds, 0.98% hits | AID 463193;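 active = percentage of spot-positive cells more than 3 SD above its plate mean, without a fluorescence outlier flag or 80% toxicity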;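 note: spot-positive cell cutoff set from DMSO-treated cells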
# Ins promoter up = MIN6 insulin promoter up-regulation; AID 1625; z-score at 5 µM; MIN6 insulin promoter-GFP reporter, high-content imaging; stronger effect = higher value; 190,000 compounds, 0.3% hits;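 active = z-score above 3 at 5 µM with at least 500 cells counted in the well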
# bCat nuc transl = beta-catenin nuclear translocation modulation; HeLa beta-catenin nuclear translocation, immunofluorescence imaging; nuclear translocation activity, % at 5 µM; 190,000 compounds, 0.3% hits; AID 1665;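 active = nuclear translocation activity above 50% at 5 µM, with a well cell count of 50 or more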;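 note: per-cell ratio of nuclear to cytoplasmic median beta-catenin stain intensity; plate controls were DMSO negative control for no effect and GSK-3 inhibitor IX positive control for full effect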
#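 Signal – beta-catenin immunofluorescence imaging with DAPI · Test system – human HeLa cell line · Dosing – 5 µM primary single dose, 0.1% DMSO, 0.02–20 µM confirmation series · Measure – % activation, nuclear-to-cytoplasmic median beta-catenin signal ratio per cell · Incubation – 24 h compound exposure at 37°C, 5% CO2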
# HIV peptide binding = cell-free HIV fusion peptide-binding blockers – biochemical, uHTS, fluorescence dequenching, primary screen (AID 1986); cell-free peptide binding, fluorescence dequenching, 30 min; higher % means a stronger effect; inhibition, % at 20 µM; hits with a dose series show IC50 in µM; 290,000 compounds, 0.3% hits; in the data active = inhibition mostly above about 52%, no sharp cut-off; inactive = mostly below about 76%; note: some results filed as inactive read as strong as hits
# AID2073 = disruptors of CaV2.2 binding to Mint1 – biochemical, HTRF (AID 2073); 290,000 compounds, 0.19% hits; HTRF protein-protein interaction, Mint1-CaV2.2; higher % means a stronger effect; inhibition, % at 20 µM, or IC50 in µM where a hit was titrated; in the data active = inhibition mostly above about 51%, no sharp cut-off; note: some results filed as inactive read as strong as hits
# WT yeast gro inh mutant strain = recorded beside WT yeast gro inh, whose call it bears; inhibition, %; mitochondrial fusion phenotypic screen, mutant strain inhibition
# Dynein transport cytoplasmic EGFP = recorded beside Dynein transport, whose call it bears; z-score; measured here: cytoplasmic GR-EGFP intensity; stronger effect = higher value
# Dynein transport nuclear GR-EGFP = further read-out of Dynein transport, marked with its call; z-score; measured here: nuclear GR-EGFP intensity;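 lower value marks the stronger effect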
# Dynein transport cell count = also measured in Dynein transport; calls as there; z-score; measured here: cell count per field
# Ins promoter up cell count = further read-out of Ins promoter up, marked with its call; cell count; measured here: cytotoxicity, nuclei count;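 total cells summed across four imaged fields per well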
# bCat nuc transl cell count 5 µM = second read-out of bCat nuc transl, no call of its own (marks repeat the call); cell count; measured here: cell count, cytotoxicity flag
# MT stabilizer Hoechst-high % = second read-out of MT stabilizer, no call of its own (marks repeat the call); % Hoechst-high responders; measured here: nuclear condensation Hoechst responders;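 share of cells brighter than vehicle mean plus two SD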
# MT stabilizer cytotoxicity % = recorded beside MT stabilizer, whose call it bears; toxicity, %; measured here: cytotoxicity by cell density;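 0% = mean cell density of plate MIN control wells and 100% = no cells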
# Autophagy mod cell loss 18 h = recorded beside Autophagy mod, whose call it bears; toxicity, %; measured here: cell loss, nuclei count;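 cell loss after 18 h compound exposure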
# Active calls of the source: *; i = inactive; / = no result given.
SMILES	Dynein transport	bCat nuc transl cell count 5 µM	MT stabilizer cytotoxicity %	Dynein transport nuclear GR-EGFP	WT yeast gro inh	MT stabilizer	bCat nuc transl	HIV peptide binding	Dynein transport cell count	Autophagy mod	Ins promoter up	AID2073	Yfh1-off respiration	Autophagy mod cell loss 18 h	MT stabilizer Hoechst-high %	Ins promoter up cell count	WT yeast gro inh mutant strain	Dynein transport cytoplasmic EGFP
O=C(NNC(=S)NC1CCCCC1)c1ccc2c(c1)OCO2	-0.56	1039	9.9	-0.44	-9	4.5	-1.1	-1.7%	0.69	i	-1.1	-19%	i	1	2.5	1398	-11	-0.27
Cc1cc(=O)c2c(C)ccc(C)c2[nH]1	-0.24	1286	/	0.057	/	/	-0.5	-1.1%	0.87	/	-0.39	3%	i	/	/	1129	/	-0.8
N#CCSCC(=O)Nc1ccc(Cl)cc1	-0.79	/	5.9	-0.42	0	4.6	/	1.6%	1.5	i	-0.64	9%	i	15	2.4	954	10	-0.26
COc1ccc(NC(=O)CSc2nnc(-c3ccccn3)n2-c2ccccc2)cc1OC	-0.63	1214	8.2	0.027	1	6.2	-0.1	-0.2%	2	i	-0.34	-14%	i	8	2.4	894	-8	0.43
C/C=C/C(=O)Nc1nnc(C2CCCCC2)s1	-0.16	1611	10	0.13	3	4.0	0.0	-0.9%	-0.62	i	1.2	0%	i	2	3.2	1603	-14	0.52
O=C(c1c(F)c(F)c(F)c(F)c1F)N(Cc1ccccc1)Cc1ccccc1	-0.63	/	9.9	-0.11	66*	3.8	/	-0.2%	-0.63	i	/	-3%	i	-6	1.8	/	16*	-0.19
CN1CCOC(=O)/C1=N/Nc1cc(Cl)ccc1Cl	-0.81	1173	3.8	-0.51	21	3.0	-0.4	-3.6%	0.59	i	/	15%	i	1	1.9	/	20	-0.26
CC1(C)CC(=O)C2=C(C1)OC(N)=C(C#N)C21C(=O)N2CCCc3cccc1c32 (stereo not drawn)	0.62	1037	7.5	0.69	2	5.0	-0.9	-1.5%	-0.3	i	0.83	41%	i	-1	1.9	1221	-5	-0.22

# Record cards, from the list above. Order of screens: Dynein transport, bCat nuc transl cell count 5 µM, MT stabilizer cytotoxicity %, Dynein transport nuclear GR-EGFP, WT yeast gro inh, MT stabilizer, bCat nuc transl, HIV peptide binding, Dynein transport cell count, Autophagy mod, Ins promoter up, AID2073, Yfh1-off respiration, Autophagy mod cell loss 18 h, MT stabilizer Hoechst-high %, Ins promoter up cell count, WT yeast gro inh mutant strain, Dynein transport cytoplasmic EGFP
# Results for N#CCSCC(=O)Nc1ccc(Cl)cc1 → -0.79, /, 5.9, -0.42, 0, 4.6, /, 1.6%, 1.5, i, -0.64, 9%, i, 15, 2.4, 954, 10, -0.26
# Results for CN1CCOC(=O)/C1=N/Nc1cc(Cl)ccc1Cl → -0.81, 1173, 3.8, -0.51, 21, 3.0, -0.4, -3.6%, 0.59, i, /, 15%, i, 1, 1.9, /, 20, -0.26

# Next section
SMILES	Dynein transport	bCat nuc transl cell count 5 µM	MT stabilizer cytotoxicity %	Dynein transport nuclear GR-EGFP	WT yeast gro inh	MT stabilizer	bCat nuc transl	HIV peptide binding	Dynein transport cell count	Autophagy mod	Ins promoter up	AID2073	Yfh1-off respiration	Autophagy mod cell loss 18 h	MT stabilizer Hoechst-high %	Ins promoter up cell count	WT yeast gro inh mutant strain	Dynein transport cytoplasmic EGFP
Cc1ccc(Cn2c(SCC(=O)N/N=C/c3ccccc3OCC(=O)O)nc3ccccc32)cc1	-0.059	1352	/	0.43	/	/	-1.2	15%	0.44	/	1.1	3%	i	/	/	1028	/	-0.18
CSc1nc2ccccc2c(=O)n1N	-0.79	1214	8.4	0.012	5	1.7	0.8	0.2%	0.64	i	0.5	0%	i	-1	1.3	1162	-8	0.63
CCCN(CCC)S(=O)(=O)c1ccc(Cl)c([N+](=O)[O-])c1	-3.5*	1017	7.6	-0.94*	-3	2.8	-6.1	-0.2%	0.67*	i	1.2	-9%	i	13	2.2	1772	21	0.19*
COC(=O)C(N)Cc1ccc(O)cc1 (stereo not drawn)	-0.57	1006	3.2	-0.055	4	1.8	0.7	-2.2%	1.1	i	-0.62	-4%	i	-2	1.2	825	23	-0.085
C/C(=N/NC(=O)CNC(=O)c1ccccc1F)c1ccc2c(c1)CCCC2	0.52	1065	9.5	-0.11	2	8.4	1.5	-0.5%	1.1	i	-0.44	-4%	i	11	7.5	1171	2	-0.36
CCOC(=O)c1ccc(NC(c2ccc(N(C)C)cc2)P(=O)(OC(C)C)OC(C)C)cc1 (stereo not drawn)	-1.3	1030	18	-0.3	33	3.7	-1.9	-3.6%	1.3	i	0.33	13%	i	0	1.7	1208	6	-0.3
CCO[C@@H]1OC(C(=O)N2CCCCCCC2)=C[C@H](C2CCCCC2)[C@H]1CCCO	1	1081	2.5	0.81	29	1.8	0.2	1.6%	-0.72	i	-1.6	3%	/	7	1.1	1487	5	-0.3
COc1ccc(S(=O)(=O)N2CCC(=O)N2)cc1	-0.7	1373	11	-0.4	10	1.4	-0.3	-1.3%	0.48	i	0.25	-7%	i	6	1.7	1535	-7	-0.19
COc1ccc(CN2CN(C(C)C)CSC2=S)cc1	-3.4	1301	3.3	-1.6	23	5.0	3.2	0.1%	-1.9	i	0.26	-10%	i	15	3.4	1441	6	0.86
N#Cc1ccccc1CSc1nc2ccc(NC(=O)c3ccccc3C(=O)O)cc2s1	-1.2	966	10	-0.39	-15	3.4	0.5	3.7%	1.3	i	1	43%	i	-19	2.8	1399	-11	-0.32
Cc1c(NC(=O)/C(=C/c2cccs2)NC(=O)c2ccccc2)c(=O)n(-c2ccccc2)n1C	1.4	1045	1.2	0.73	2	2.8	-0.1	2.2%	-0.79	i	0.49	12%	i	2	1.5	1102	-13	-0.22
CCOC(=O)C1CCN(C(=O)CCN2C(=O)C3C4C=CC(C4)C3C2=O)CC1 (stereo not drawn)	-1.1	1251	1.1	-0.42	7	1.4	-2.6	0.3%	0.74	i	/	-2%	i	-4	1.1	/	9	-0.079
CN(C)c1ccc(NC(=O)CC2NCCNC2=O)cc1 (stereo not drawn)	0.75	1192	2.6	0.72	18	3.3	0.8	-0.5%	-0.34	i	-1.4	-18%	i	6	2.4	1265	14	-0.22
Cc1ccc(C(=O)C(OC(=O)CN2C(=O)c3ccccc3C2=O)c2ccccc2)cc1 (stereo not drawn)	0.76	1392	4.6	0.12	2	2.8	-2.5	0.3%	0.2	i	0.62	8%	i	4	1.1	1261	-8	-0.22
O=C(CN(C1CC1)S(=O)(=O)c1ccc(S(=O)(=O)NC2CCCCC2)cc1)Nc1ccccc1	-0.11	1149	14	-0.0043	15	1.2	2.4	2.5%	0.018	i	-1.2	13%	i	-9	1.5	1221	-8	-0.21
O=C1C=C(N2CCOCC2)C2(CCCCC2)O1	0.32	1580	0.8	0.47	-3	1.8	-0.3	-0.1%	-0.15	i	-0.53	-4%	i	7	1.1	1578	3	-0.29
CCN(CCNCC(O)COCc1ccc(Cl)cc1)c1cccc(C)c1 (stereo not drawn)	0.68	1020	4.9	0.82	62*	9.9	-0.1	1.1%	0.32	i	-0.88	3%	i	7	1.9	1366	33*	-0.26
COc1ccc(OC)c(-n2c(-c3cnccn3)n[nH]c2=S)c1	-0.4	/	7.5	-0.031	-11	2.6	/	-3.9%	0.15	i	0.41	10%	i	4	1.7	916	-16	-0.25
CC1=NOC2(C1)N(C)c1ccccc1C2(C)C (stereo not drawn)	0.81	693	16	1.3	0	1.4	5.0	0.8%	-0.64	i	1.1	9%	i	-7	3.5	1114	3	0.041
CC(=O)Nc1nc(SCc2cccc3ccccc23)n[nH]1	-0.89	1093	4.2	-0.54	-9	4.5	-1.5	-0.9%	0.64	i	0.03	22%	i	-32	1.8	1799	2	-0.22
CCOC(=O)c1sc2nc(SCC#N)n(CCCN3CCCC3=O)c(=O)c2c1C	0.082	923	3.8	0.73	3	3.4	2.4	-0.4%	-0.63	i	-2.4	-1%	i	-6	1.9	1670	9	-0.18
COc1cccc(CN2CCN(Cc3ccc4c(c3)OCCO4)CC2CCO)c1 (stereo not drawn)	0.9	956	3.5	0.46	-12	0.6	-1.5	-0.6%	0.26	i	-0.21	30%	i	-11	0.9	1369	9	-0.35
Cc1csc(NC(=O)C2CCN(S(=O)(=O)c3ccc4c(c3)oc(=O)n4C)CC2)n1	-0.76	/	3.4	-0.45	12	5.1	/	0.6%	0.13	i	1.1	-4%	i	13	1.7	874	-2	-0.21
O=C1c2c(O)cc(O)cc2O[C@H](c2ccc(O)c(O)c2)[C@@H]1O	/	1134	/	/	-5	/	-2.0	18%	/	/	0.41	-8%	i	/	/	1476	7	/
c1ccc(C2=Nn3c(Cn4nnc5ccccc54)nnc3SC2)cc1	-0.073	1304	/	-0.1	/	/	-0.2	2.1%	-0.41	/	-0.4	-1%	i	/	/	1030	/	-0.28
O=C(c1ccco1)N1CCN(S(=O)(=O)c2ccc(C3CCCCC3)cc2)CC1	0.33	1051	5.2	0.33	4	3.3	1.1	-3.1%	0.0061	i	-0.78	4%	i	-2	1.3	1827	3	-0.28
O=C(Nc1ccc(S(=O)(=O)Nc2nccs2)cc1)c1cc(-c2ccccn2)nc2ccccc12	0.31	1558	8.0	0.42	-20	5.6	0.2	21%	0.02	i	0.25	4%	i	2	3.1	1438	5	-0.3
O=C(O)CCCN1C(=O)/C(=C/c2cn(-c3ccccc3)nc2-c2cccs2)SC1=S	0.51	1155	2.3	-0.034	7	3.1	-0.7	80%*	0.16	i	0.04	40%	i	16	1.7	1243	9	0.065
Cc1cc(NC(=O)CSc2ccc(-c3ccc(F)cc3)nn2)no1	-0.58	1116	8.6	-0.18	-9	1.7	0.2	3.0%	0.11	i	0.25	1%	i	-2	1.9	1243	6	-0.25
CN1C(=O)/C(=C/C=C2\SCCN2C)SC1=S	-1.4	1084	2.6	-0.17	-9	2.3	-2.2	151%	0.73	i	2.6	-11%	i	22	2.1	1561	-1	-0.053
